Assay outcomes: PubChem, several laboratories
FBA Mtb inh = inhibitors of M. tuberculosis fructose-bisphosphate aldolase. P9WQA3. purified M. tuberculosis FBA, fluorescence read-out. inhibition, % at 1 µM. 360,000 compounds, 2.3% hits; in the data active = inhibition above about 27%;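 also: 0% = vehicle and 100% = reference inhibitor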
Target sequence (P9WQA3 whole entry, looked up): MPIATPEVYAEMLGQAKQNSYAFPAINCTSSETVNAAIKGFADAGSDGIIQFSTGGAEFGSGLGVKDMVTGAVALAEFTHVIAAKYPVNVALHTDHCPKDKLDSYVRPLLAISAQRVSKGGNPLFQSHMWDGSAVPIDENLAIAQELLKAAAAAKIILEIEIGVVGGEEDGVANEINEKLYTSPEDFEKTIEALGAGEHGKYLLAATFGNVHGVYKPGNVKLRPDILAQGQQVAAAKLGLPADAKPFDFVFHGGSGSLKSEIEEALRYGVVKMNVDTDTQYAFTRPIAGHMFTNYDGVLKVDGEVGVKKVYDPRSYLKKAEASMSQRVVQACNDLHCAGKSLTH
BoNT A protease = BoNT A light chain protease inhibition | inhibition, % at 10 µM | multiplex microsphere protease substrate cleavage, flow cytometry | 360,000 compounds, 0.17% hits; in the data active = inhibition above about 30%; inconclusive = no clear call, values can overlap the other calls; also: plate controls were buffer without enzyme for full effect and enzyme alone for no effect
GDH-TPI inh = inhibits GDH-TPI coupling enzymes, artifact for Mtb FBA screen | inhibition, % at 4.8 µM | 360,000 compounds, 1.2% hits | AID 588335 | GDH-TPI coupled enzyme counterscreen, NADH absorbance;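 also: 0% = DMSO wells and 100% = wells lacking the enzyme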
BoNT F protease = BoNT F light chain protease inhibition. 360,000 compounds, 0.22% hits. AID 588497. inhibition, % at 10 µM. Multiplex microsphere protease cleavage assay, flow cytometry; in the data active = inhibition above about 35%, passing the limit was not always enough; inconclusive = no clear call, values can overlap the other calls; also: plate controls were buffer without enzyme for full effect and enzyme alone for no effect
FadD28 FP inh = blocks FadD28 binding to the bisubstrate probe | 360,000 compounds, 0.22% hits | inhibition, % at 12.5 µM | fluorescence polarization; in the data active = inhibition above about 8.5%, passing the limit was not always enough; inconclusive = no clear call, values can overlap the other calls
BioA inh = blocks M. tuberculosis BioA enzyme activity; purified M. tuberculosis BioA enzyme, plate reader; 360,000 compounds, 0.096% hits; inhibition, % at 9.99 µM; in the data active = inhibition above about 40%; inconclusive = no clear call, values can overlap the other calls
UGM FP inh = Mtb UDP-galactopyranose mutase inhibition; P9WIQ1; purified UGM, fluorescence polarization probe displacement; inhibition, % at 10 µM; 320,000 compounds, 0.06% hits; AID 504406; in the data active = inhibition above about 10%, passing the limit was not always enough; inconclusive = no clear call, values can overlap the other calls
Target sequence (P9WIQ1 whole entry, looked up): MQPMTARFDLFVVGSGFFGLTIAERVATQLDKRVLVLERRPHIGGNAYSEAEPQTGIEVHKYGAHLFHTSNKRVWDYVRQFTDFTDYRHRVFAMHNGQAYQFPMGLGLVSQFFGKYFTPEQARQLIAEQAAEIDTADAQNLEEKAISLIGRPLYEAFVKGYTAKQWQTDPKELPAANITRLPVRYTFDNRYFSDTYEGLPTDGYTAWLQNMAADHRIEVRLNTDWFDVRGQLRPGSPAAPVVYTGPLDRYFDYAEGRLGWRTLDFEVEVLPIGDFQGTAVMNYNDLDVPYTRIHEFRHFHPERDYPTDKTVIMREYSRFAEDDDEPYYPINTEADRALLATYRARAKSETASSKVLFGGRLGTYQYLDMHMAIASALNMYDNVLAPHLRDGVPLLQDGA
CCHFV vOTU inh = CCHFV vOTU protease inhibition; Pep-AMC fluorescence; inhibition, % at 11.5 µM; 370,000 compounds, 0.55% hits; AID 651958; also: 0% = vehicle wells with enzyme and 100% = no enzyme wells
PrPC surface inh = inhibitors of human cell surface prion protein PrPC. inhibition, % at 13.8 µM. TR-FRET read-out. AID 720596. 370,000 compounds, 0.43% hits. P04156; in the data active = inhibition above about 24%; also: 0% = median of the test wells and 100% = reference compound wells
Numbers without * were called inactive; ? = inconclusive; . = not tested or not shown; + = active, no number. Rule as the data show it, unless noted: active = inhibition above about 30%; inactive = the rest.

SMILES	FBA Mtb inh	BoNT A protease	GDH-TPI inh	BoNT F protease	FadD28 FP inh	BioA inh	UGM FP inh	CCHFV vOTU inh	PrPC surface inh
Cc1ccc(NC(=O)c2cc(S(=O)(=O)N3CCOCC3)cn2C)c(C)c1	-0.5	0.8	-1.4	2.0	0.1	-0.2	1.2	-1.6	3.5
COCCNc1ncnc2nc[nH]c12	4.3	1.0	-10.1	8.1	1.0	0.0	-0.9	8.6	7.3
COC(=O)c1cccc(NC(=O)NC(=O)c2ccccc2Cl)c1	1.0	?	-0.4	?	-1.2	.	3.2	3.6	-5.1
Cc1cc(C)nc(NC(=O)CN2C(=O)c3ccccc3S2(=O)=O)n1	-0.7	.	12.4	.	-0.2	-0.2	0.4	1.7	-6.7
Cc1cccc(NC(=O)CN2CCN(C(=O)C3CCC3)CC2)c1C	-1.1	-0.4	-9.6	-3.1	-2.8	-0.3	-0.6	11.0	-9.6
FC(F)(F)Oc1ccc(NC(=S)NCc2ccccc2)cc1	0.2	-0.7	3.8	-6.7	1.9	1.1	1.6	12.2	4.9
COc1cc(OC)c(C(=O)OCC(=O)N2CCN(S(=O)(=O)c3ccc(C)cc3C)CC2)cc1OC	1.1	-0.4	2.8	-6.2	-2.2	0.4	.	-1.8	2.9
NC(=O)NCc1ccc(Cl)cc1	3.1	-0.5	0.8	-10.8	-1.0	-0.7	-1.7	-3.9	6.6
COc1ccc(C(=O)N(CC2CCCO2)C(C(=O)NC2CCCC2)c2ccc(C)cc2)cc1OC (configuration not stated)	0.0	-0.2	5.5	1.4	-0.3	.	-0.3	-7.7	0.3
COc1ccccc1NC(=O)N(CCN1CCCC1)Cc1cc2cc(C)ccc2[nH]c1=O	3.5	-2.8	11.3	-2.4	-3.9	1.2	-2.2	-12.1	-9.3

Fetched by structure from the list above, seven records:
SMILES	FBA Mtb inh	BoNT A protease	GDH-TPI inh	BoNT F protease	FadD28 FP inh	BioA inh	UGM FP inh	CCHFV vOTU inh	PrPC surface inh
Cc1ccc(NC(=O)c2cc(S(=O)(=O)N3CCOCC3)cn2C)c(C)c1	-0.5	0.8	-1.4	2.0	0.1	-0.2	1.2	-1.6	3.5
COCCNc1ncnc2nc[nH]c12	4.3	1.0	-10.1	8.1	1.0	0.0	-0.9	8.6	7.3
COC(=O)c1cccc(NC(=O)NC(=O)c2ccccc2Cl)c1	1.0	?	-0.4	?	-1.2	.	3.2	3.6	-5.1
Cc1cc(C)nc(NC(=O)CN2C(=O)c3ccccc3S2(=O)=O)n1	-0.7	.	12.4	.	-0.2	-0.2	0.4	1.7	-6.7
Cc1cccc(NC(=O)CN2CCN(C(=O)C3CCC3)CC2)c1C	-1.1	-0.4	-9.6	-3.1	-2.8	-0.3	-0.6	11.0	-9.6
COc1cc(OC)c(C(=O)OCC(=O)N2CCN(S(=O)(=O)c3ccc(C)cc3C)CC2)cc1OC	1.1	-0.4	2.8	-6.2	-2.2	0.4	.	-1.8	2.9
COc1ccccc1NC(=O)N(CCN1CCCC1)Cc1cc2cc(C)ccc2[nH]c1=O	3.5	-2.8	11.3	-2.4	-3.9	1.2	-2.2	-12.1	-9.3

More structures follow:
SMILES	FBA Mtb inh	BoNT A protease	GDH-TPI inh	BoNT F protease	FadD28 FP inh	BioA inh	UGM FP inh	CCHFV vOTU inh	PrPC surface inh
Brc1cccc(Cn2c(-c3cncs3)nc3ccccc32)c1	-3.1	?	10.7	-2.3	-4.4	-0.8	0.9	6.8	14.8
C=CCn1c(SCc2ccc(OC)cc2)nnc1-c1cccnc1	0.2	0.1	-4.8	-6.0	-3.0	4.2	1.8	-2.5	0.1
CSc1nc(C)cc(OCCO)n1	0.3	-0.2	-1.5	-18.9	-1.9	-0.8	-0.8	4.6	-2.5
Cn1cc(CCC(=O)NCc2ccc(Cl)cc2)c2ccccc21	2.5	1.8	6.4	1.5	-0.2	-1.3	0.4	3.4	-2.5
Cc1ccccc1NC(=O)CSC(N)=O	-0.7	-0.7	5.1	-12.6	-1.3	-1.5	-0.7	17.1	-0.2
COc1ccc(CNC(=O)C(C)N2C(=O)NC3(CCCCCCC3)C2=O)cc1 (configuration not stated)	-0.6	2.1	-4.6	-5.6	-4.0	.	.	-2.6	-0.4
CCOc1cc(-c2nc(-c3ccccc3OC)no2)cc(OCC)c1OCC	0.8	-0.4	2.5	-10.1	-1.5	-1.0	1.5	6.1	10.6
O=C(Nc1ccc(N2CCOCC2)nc1)c1c(F)cccc1F	-0.6	-2.8	1.5	27.1	-0.8	-1.3	-0.7	1.9	10.0
COc1ccc(NC(=S)N2CCN(Cc3cccc(F)c3)CC2)c(OC)c1	-3.7	0.0	-9.8	-2.8	-3.9	3.8	-0.5	-4.5	-0.4
Cc1ccc(-c2n[nH]c3c2C(c2ccccc2)N(c2ccc(C(=O)O)cc2)C3=O)cc1 (configuration not stated)	-1.7	-0.9	-0.3	-4.1	-28.4	0.8	3.1	24.9	8.3
C[N+](C)(CCCCCC[N+](C)(C)CCCN1C(=O)c2cccc3cccc(c23)C1=O)CCCN1C(=O)c2cccc3cccc(c23)C1=O	7.0	0.8	24.4	1.2	-3.5	0.5	0.4	.	.
COc1ccc(OC)c(C(=O)NC(CC(N)=O)c2ccc(N3CCCCCC3)c([N+](=O)[O-])c2)c1 (configuration not stated)	2.9	-0.1	-4.4	0.0	-2.3	3.8	-1.5	6.1	-12.6
O=S(=O)(c1ccc(Cl)cc1)n1ccc(-c2cccc(OCc3c(F)cccc3Cl)c2)n1	-0.8	0.1	7.0	-9.1	-0.7	-1.4	-0.5	10.2	-0.5
O=C(c1ccccc1)N(NC(=O)C(O)(c1ccccc1)c1ccccc1)c1cccc(F)c1	-1.9	-0.2	8.7	1.3	-1.8	.	3.0	9.4	-2.4
C=CCNC(=O)c1ccc(-n2cccc2)cc1	1.8	0.4	2.5	0.8	0.2	-2.2	-0.2	4.2	8.5
CN1CCSc2ccc(C(=O)Nc3cccc(F)c3)cc21	21.3	-1.0	13.0	-1.7	-2.9	.	0.1	-25.1	10.7
CCSc1sccc1C1C(C#N)=C(N)N(c2cccnc2)C2=C1C(=O)CC(C)(C)C2 (configuration not stated)	-0.7	3.5	18.2	4.4	-1.3	2.8	0.0	3.0	-5.2
CC1(C(=O)OCC(=O)Nc2ccc(S(=O)(=O)N3CCOCC3)cc2)CC1(Cl)Cl (configuration not stated)	-2.2	-0.2	7.9	-2.5	1.6	-0.1	1.4	-1.4	0.0
CCc1nc(Nc2ccc3c(c2)OCO3)c2oc3ccccc3c2n1	6.2	0.7	16.8	-13.0	-0.4	-0.5	-1.2	-8.1	13.4
Cc1cc(C(=O)Nc2ccccc2C(F)(F)F)no1	2.2	?	-2.1	-0.1	-3.0	11.2	-1.7	-8.4	2.8
O=C(OCC(=O)c1c[nH]c2ccccc12)c1ccc([N+](=O)[O-])s1	-3.7	0.8	5.4	-3.3	-1.0	1.8	1.0	7.6	-24.0
CCOC(=O)C1=C(COC(=O)c2sccc2C)NC(=O)NC1C (configuration not stated)	0.8	-1.7	2.5	-1.8	-0.9	-0.3	-1.0	13.3	0.3
CCCCc1nc2c(C)c(N)cnc2n1Cc1cccc([N+](=O)[O-])c1	1.4	-0.6	-3.9	-2.6	-2.4	8.0	4.4	-11.9	-8.7
O=C1CC(c2ccc(Cl)cc2)n2nc(N3C(=O)c4ccccc4C3=O)nc2N1 (configuration not stated)	-0.6	0.4	-7.8	4.7	-2.3	1.6	-0.7	-0.1	-0.2
CCOc1cc(C(=O)Nc2cc3c(cc2N2CCOCC2)n(C)c(=O)n3C)cc(OCC)c1OCC	-4.9	3.0	10.3	3.7	-3.0	-1.9	0.0	1.4	0.8
COc1cc(CC(=O)OCC(=O)NC2CCCCC2C)cc(OC)c1OC (configuration not stated)	1.6	-0.3	11.7	1.7	-1.7	-1.9	.	10.6	8.4
CS(=O)c1ccccc1-c1nc(-c2ccc([N+](=O)[O-])cc2)no1 (configuration not stated)	0.0	-1.2	8.8	-3.6	-0.9	-3.1	.	-4.5	0.3
Cc1ccc(OCC(=O)N/N=C/c2cn(Cc3ccccc3)c3ccccc23)cc1	-0.7	-1.2	3.2	-10.5	-2.5	.	-1.2	16.7	12.2
Cc1cccn2c(=O)c3cc(S(=O)(=O)c4ccccc4)c(=N)n(Cc4ccco4)c3nc12	21.5	0.3	6.3	-5.5	-4.5	-2.4	4.7	0.3	0.2
CC(=O)c1ccc(NC(=O)CSc2nnc(-c3ccoc3C)n2Cc2ccccc2)cc1	-5.2	-0.8	10.4	-10.4	-1.2	0.8	3.8	-4.5	0.7

A second format for some results above.
compound,FBA Mtb inh,BoNT A protease,GDH-TPI inh,BoNT F protease,FadD28 FP inh,BioA inh,UGM FP inh,CCHFV vOTU inh,PrPC surface inh
CCCCc1nc2c(C)c(N)cnc2n1Cc1cccc([N+](=O)[O-])c1,1.4,-0.6,-3.9,-2.6,-2.4,8.0,4.4,-11.9,-8.7
O=C1CC(c2ccc(Cl)cc2)n2nc(N3C(=O)c4ccccc4C3=O)nc2N1 (configuration not stated),-0.6,0.4,-7.8,4.7,-2.3,1.6,-0.7,-0.1,-0.2
CCOc1cc(C(=O)Nc2cc3c(cc2N2CCOCC2)n(C)c(=O)n3C)cc(OCC)c1OCC,-4.9,3.0,10.3,3.7,-3.0,-1.9,0.0,1.4,0.8

Following part:
SMILES	FBA Mtb inh	BoNT A protease	GDH-TPI inh	BoNT F protease	FadD28 FP inh	BioA inh	UGM FP inh	CCHFV vOTU inh	PrPC surface inh
CCc1nc2ccc(C(=O)NCCN3CCCC3)cn2c1N(C)Cc1ccc(OC)cc1	1.4	-0.2	0.9	-4.3	-1.0	0.9	.	11.7	10.0
Clc1cc(Br)ccc1OCCN1CCOCC1	2.8	0.3	7.4	11.1	-0.2	-0.6	-0.9	4.3	-1.4
O=C(Nc1ccccc1)c1cc(C2CCCCN2C(=O)c2ccc3c(c2)CCO3)on1 (configuration not stated)	4.6	-0.5	5.5	-2.9	-0.6	1.9	.	-2.2	6.4
COc1ccc(C(=O)N/C(=C\c2cn(S(=O)(=O)N(C)C)c3ccccc23)C(=O)N2CCN(C)CC2)cc1	-1.7	-0.7	18.1	3.5	-3.5	-1.2	-1.3	4.9	-16.3
O=C1/C(=C\c2ccc(-c3ccccc3Cl)o2)SC(=S)N1CC1CCCO1 (configuration not stated)	0.6	189.2*	-3.8	-46.2	0.0	-1.5	1.8	4.3	-8.0
CC(C)Cn1c(-c2cccs2)nc2nc3ccccc3nc21	+	1.1	19.1	5.7	-1.7	0.2	-0.3	-208.8	-29.4
Cc1[nH]c(-c2ccc(F)cc2)cc1C(=O)N1CCN(c2ccccc2F)CC1	1.0	-0.9	2.9	23.0	-1.0	1.0	-2.2	-10.9	-3.0
O=C(/C=C/c1cccs1)N1CCN(c2ccc(F)cc2)CC1	1.6	-4.8	19.7	?	0.6	.	0.8	-2.8	4.5
O=C(CSc1nnc(CNc2ccc(F)cc2)o1)OC1CCCCC1	1.3	-2.5	2.7	-19.6	4.2	0.6	-1.7	-4.8	3.6
COC(=O)c1cc(NC(=O)COC(=O)CCc2c[nH]c3ccccc23)cc(C(=O)OC)c1	-0.8	3.0	7.8	3.5	-0.8	.	.	6.4	-0.3
O=C(NCc1ccccc1)C(c1ccc(F)cc1)N(C(=O)c1csnn1)c1ccccc1 (configuration not stated)	-2.0	-0.4	5.8	-36.7	-1.6	-0.1	4.8	7.8	0.0
O=C(COC(=O)c1c(F)cccc1Cl)NC1CCCC1	1.6	1.0	-1.5	-0.5	-0.7	-0.7	3.7	18.0	8.1
